ER stress rescue: rescue of cells from ER stress-induced death, primary screen, 384-well, CSM14.1, thapsigargin, ATP luminescence (AID 1222); CSM14.1 thapsigargin-induced death rescue, ATP luminescence; higher % means a stronger effect; one-dose cellular ATP content (survival), % at 20 µM; EC50 in µM for titrated hits; 190,000 tested, under 10 active;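 active means EC50 below 50 µM in the dose-response confirmation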;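 further: death triggered by thapsigargin at about 15 µM added after 2 h compound pretreatment; cell ATP read after overnight thapsigargin exposure of roughly 18 to 22 hours; normalized against plate controls of thapsigargin alone and 5% DMSO vehicle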
Dynein transport: inhibitors of GR-EGFP nuclear translocation, primary screen, dynein cargo transport inhibitor project, imaging, high-content, 3617.4 mouse cells. test concentration mostly 20 µM; stimulated with dexamethasone, 1 µM; stronger effect = lower value. z-score, hits read low. AID 1381, 2008. actives 0.47% (n = 220,000);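 active means plate z-score of nuclear minus cytoplasmic receptor signal below a set negative limit, without overly bright fluorescence or cell loss, cut at about -3.5 in these data, passing the limit was not always enough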;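 further: z-score of nuclear minus cytoplasmic ring GR-EGFP intensity difference per well; some compounds called inactive have numbers as strong as hits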
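Buffer or medium: tet-free medium with charcoal-stripped serum / Also added: dexamethasone agonist, 1.0 µM final, for 30 min / Timing: induction 48 h, compound 1 h, agonist 30 min / Measured by: high-content fluorescence imaging after fixation / Read-out: nuclear-to-cytoplasmic GR-EGFP distribution per well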
T cell HTS: modulators of CD8 T cell-vesicle binding, primary screen, mouse 2C CD8+ T cells, flow cytometry | 2C CD8+ T cell-vesicle binding; stronger effect = lower value | calls only at 7 µM | actives 0.068% (n = 330,000);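 active means response, share of CD8 T cells binding vesicles, and their 90th percentile fluorescence all below set limits, cut at about 80% in these data, passing the limit was not always enough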
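System: murine 2C transgenic CD8+ T lymphocytes; also added: QL9-loaded Drosophila micro-vesicles; times: binding 1.5 h at 37 °C; measured by: flow cytometry, PE anti-B7-1 (FL2) versus Alexa647 anti-CD8 (FL8), PFA-fixed; control set: Peptide-free naked vesicles (low) and QL9 vesicles with 0.7% DMSO vehicle (high)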
Lipid droplet: inhibitors of hepatocyte lipid droplet formation, primary screen, imaging, high-throughput imaging, BODIPY stain; AML12 mouse hepatocytes, oleate lipid droplets; inhibition, % at 6.5 µM; actives 0.4% (n = 240,000);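 active means lipid droplet intensity inhibited by at least 50%, with more than 500 cells counted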
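Test system: AML12 hepatocytes (mouse); reagent: oleate loading, 100 µM; dosing: one dose, 6.5 µM compound; incubation: overnight exposure; signal: fluorescence imaging, 20x objective, two fields per well; read-out basis: % inhibition of corrected integrated BODIPY droplet signal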
MT stabilizer: microtubule stabilizers in HeLa cells, primary screen, imaging, high-content imaging; HeLa tubulin immunostaining HCS, 24 h; share of cells brighter than vehicle mean+2SD; AID 2205, 2009; actives 0.83% (n = 200,000); % tubulin-high responders, % at 10 µM;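 active means plate Z-score above 3 for both tubulin-high and condensed-nucleus cell shares, with cell loss under 80%, at 10 µM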;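 further: anti alpha tubulin signal scored within the nucleus-defined area of each cell; some results filed as inactive read as strong as hits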
b-catenin transl: modulators of beta-catenin nuclear translocation, primary screen, imaging, HeLa cells, immunofluorescence, high-content; nuclear translocation activity, % at 5 µM; actives 0.3% (n = 190,000); AID 1665, 2009;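 active means nuclear translocation activity above 50% at 5 µM, with a well cell count of 50 or more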;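 further: per-cell ratio of nuclear to cytoplasmic median beta-catenin stain intensity; plate controls were DMSO negative control for no effect and GSK-3 inhibitor IX positive control for full effect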
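Test system: HeLa cells, endogenous beta-catenin; Compound: single 5 µM dose plus 0.02–20 µM confirmation series; Times: compound exposure 24 h at 37°C; Signal: fluorescence imaging of beta-catenin antibody stain plus DAPI; Read-out: % activation, nuclear-to-cytoplasmic median beta-catenin signal ratio per cell.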
Autophagy HCS: autophagy modulators in MEF cells, primary screen, imaging, high-content, MEF GFP-LC3. MEF GFP-LC3 puncta imaging; test concentration mostly 10 µM. calls only at 10 µM (by protocol). actives 0.98% (n = 190,000);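 active means percentage of spot-positive cells more than 3 SD above its plate mean, without a fluorescence outlier flag or 80% toxicity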;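 further: spot-positive cell cutoff set from DMSO-treated cells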
Ins promoter up: insulin promoter activators in MIN6 cells, imaging, high-content screening, mouse beta cells; MIN6 insulin promoter-GFP reporter; stronger effect = higher value; z-score at 5 µM; actives 0.3% (n = 190,000); AID 1625, 2009;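 active means z-score above 3 at 5 µM with at least 500 cells counted in the well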
Salmonella PhoP GFP: inhibitors of PhoP regulon expression, primary screen, Salmonella Typhimurium, GFP reporter (AID 1863) | S. Typhimurium PhoP-regulated promoter GFP reporter, 4 h; higher % means a stronger effect | inhibition, % at 50 µM; hits with a dose series show IC50 in µM | actives 0.16% (n = 300,000);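 active means inhibition over 29.93%, a cutoff 3 SD above the screen mean, later confirmed by dose response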;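 further: 0% = low Mg2+ inducing control and 100% = high Mg2+ repressing control; strong numbers were not always called active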
Dynein transport cytoplasmic EGFP: recorded beside Dynein transport, whose call it bears; z-score; measured here: cytoplasmic GR-EGFP intensity; stronger effect = higher value
Dynein transport nuclear GR-EGFP: also measured in Dynein transport; calls as there; z-score; measured here: nuclear GR-EGFP intensity;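 lower value marks the stronger effect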
Dynein transport cell count: recorded beside Dynein transport, whose call it bears; z-score; measured here: cell count per field
Ins promoter up cell count: second read-out of Ins promoter up, no call of its own (marks repeat the call); cell count; measured here: cytotoxicity, nuclei count;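 total cells summed across four imaged fields per well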
Lipid droplet cells 6.5 µM: second read-out of Lipid droplet, no call of its own (marks repeat the call); cell count; measured here: cell count, cytotoxicity flag;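 cells counted across two imaged fields per well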
b-catenin transl cell count 5 µM: second read-out of b-catenin transl, no call of its own (marks repeat the call); cell count; measured here: cell count, cytotoxicity flag
T cell HTS vesicle-bound %: also measured in T cell HTS; calls as there; double positive events, %; measured here: CD8+ vesicle-bound cell fraction;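 binding gate set so that unloaded-vesicle control wells show 10% double positive cells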
MT stabilizer Hoechst-high %: further read-out of MT stabilizer, marked with its call; % Hoechst-high responders; measured here: nuclear condensation Hoechst responders;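 share of cells brighter than vehicle mean plus two SD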
MT stabilizer cytotoxicity %: further read-out of MT stabilizer, marked with its call; toxicity, %; measured here: cytotoxicity by cell density;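 0% = mean cell density of plate MIN control wells and 100% = no cells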
Autophagy HCS cell loss 18 h: further read-out of Autophagy HCS, marked with its call; toxicity, %; measured here: cell loss, nuclei count;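 cell loss after 18 h compound exposure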
Active calls of the source: *; i = inactive; / = no result given.

SMILES | ER stress rescue | Dynein transport | Dynein transport cytoplasmic EGFP | Dynein transport nuclear GR-EGFP | Dynein transport cell count | T cell HTS | T cell HTS vesicle-bound % | Lipid droplet | Lipid droplet cells 6.5 µM | MT stabilizer | MT stabilizer Hoechst-high % | MT stabilizer cytotoxicity % | b-catenin transl | b-catenin transl cell count 5 µM | Autophagy HCS | Autophagy HCS cell loss 18 h | Ins promoter up | Ins promoter up cell count | Salmonella PhoP GFP
Cc1ccc(CN2C(=O)CCC2(C)C(=O)NCc2cccnc2)cc1 (stereo unspecified) | 0.1% | 0.486 | -0.0673 | 0.141 | 0.375 | i | 16.4 | 11.6 | 773 | 1.5 | 1.0 | 9.7 | -11.3 | 996 | i | -16.8 | / | / | 0.1%
Cc1ccccc1CN1CCN(CC(=O)NCc2ccco2)C1=O | -1.1% | -0.932 | -0.0858 | -0.415 | 0.417 | i | 27.1 | 0.6 | 738 | 2.1 | 2.6 | 6.8 | / | / | i | -0.7 | 0.18 | 1324 | 7.5%
COc1ccc(CCn2c(C)c(C(C)=O)c(C(C)=O)c2C)cc1OC | -1.1% | -0.749 | -0.253 | -0.61 | 0.977 | i | 25.8 | 10.2 | 672 | 3.5 | 1.3 | 5.1 | -1.7 | 1094 | i | 14.3 | 1.16 | 1234 | -1.6%
COc1ccc(/C(=N\O)c2nccc3cc(OC)c(OC)cc23)cc1OC | 0.3% | 0.476 | -0.214 | 0.487 | -0.655 | i | 43.7 | 4.1 | 741 | 3.2 | 3.8 | 9.3 | 1.5 | 808 | i | 6.5 | -0.32 | 1238 | -2.7%
O=C(CC1N=C(Cc2ccccc2)NNC1=O)N/N=C/c1ccc([N+](=O)[O-])cc1 (stereo unspecified) | -0.5% | 0.222 | -0.36 | -0.51 | 1.05 | i | 29.6 | 0.2 | 626 | 1.9 | 2.4 | 8.6 | 0.6 | 1496 | i | -4.5 | 0.09 | 1516 | -0.5%
O=C(CSc1nnc(-c2ccccc2O)n1Cc1ccccc1)NNC(=O)c1ccccc1O | -2.2% | 0.755 | -0.204 | 0.55 | -0.658 | i | 45.5 | -19.5 | 597 | 3.5 | 0.7 | 4.9 | / | / | i | 15.5 | 0.21 | 1293 | 5.0%
COc1ccc2[nH]c(=O)c(CN(Cc3cccnc3)Cc3nnnn3CC3CCCO3)cc2c1 (stereo unspecified) | / | -0.0436 | -0.252 | 0.389 | 0.165 | i | 57.5 | 20.0 | 644 | / | / | / | -1.0 | 1289 | / | / | -0.27 | 992 | -4.0%
CCN(CC)S(=O)(=O)c1ccc2nc(NC(=O)c3ccco3)sc2c1 | -4.4% | -0.402 | -0.298 | -0.0804 | 0.429 | i | 23.9 | 5.5 | 686 | 2.3 | 2.4 | 6.2 | -0.6 | 1093 | i | 0.6 | 0.04 | 1269 | -4.6%
CSc1ccc(/C=N/NC(=O)c2ccc(O)cc2)cc1 | -5.3% | 1.01 | -0.19 | 0.648 | -0.442 | i | 32.6 | -5.9 | 613 | 3.5 | 2.8 | 4.4 | 2.9 | 1107 | i | 8.2 | -0.43 | 1349 | 0.0%
C=CCn1c(C)c(C(C)=O)c(N2CCCC2)nc1=S | 0.4% | -0.165 | -0.121 | -0.0831 | -0.58 | i | 51.6 | / | / | 2.1 | 2.4 | 5.1 | -1.8 | 1037 | i | 2.3 | -0.03 | 1279 | 0.9%
CCn1c(=O)c(C(=O)NCCNCCO)c(O)c2ccccc21 | -0.7% | -0.0911 | -0.256 | 0.0336 | 0.145 | i | 23.7 | 2.7 | 786 | 6.4 | 3.4 | 5.0 | -3.3 | 1176 | i | 8.2 | -1.99 | 903 | 6.7%
CC(C)(C)c1cc2cccnc2n1Cc1ccccc1 | -2.8% | -0.324 | -0.218 | -0.786 | 0.339 | i | 40.3 | / | / | 2.9 | 1.9 | 8.8 | / | / | i | -3.5 | / | / | 26.2%
O=C(Nc1ccc(NC(=O)c2cc([N+](=O)[O-])ccc2N2CCOCC2)cc1)c1cccs1 | -0.6% | -0.547 | -0.302 | -0.123 | 0.618 | i | 19.5 | -4.9 | 700 | 1.9 | 1.6 | 9.9 | -4.1 | 1100 | i | 14.3 | -0.4 | 1555 | -4.7%
Cc1ccc(NC(=O)OCCN2CCN(Cc3ccccc3)CCC2=O)cc1 | -4.8% | 0.614 | -0.294 | 0.598 | 0.432 | i | 7.4 | -16.3 | 719 | 4.4 | 2.2 | 7.5 | / | / | i | -5.9 | 0.46 | 1221 | -3.9%
S=C(NCC1CCCO1)Nc1ccccc1Cl (stereo unspecified) | -0.4% | -0.361 | -0.275 | -0.518 | 0.114 | i | 58.8 | 3.7 | 683 | 1.6 | 1.1 | 1.4 | / | / | i | -6.8 | 0.2 | 1356 | 1.9%
CCOc1ccc2[nH]c3c(N4CCC5(CC4)OCCO5)ncnc3c2c1 | / | -0.2 | -0.0231 | -0.0222 | 0.389 | i | 22.0 | -13.0 | 678 | / | / | / | 8.6 | 921 | / | / | -1.56 | 1442 | 4.5%
O=C1CCCc2nc(N3CCc4ccccc43)ncc21 | -4.3% | -0.598 | -0.0398 | -0.103 | 1.02 | i | 34.9 | / | / | 5.1 | 1.8 | 1.3 | -3.9 | 958 | i | 19.3 | -0.2 | 1446 | -10.3%
CC(CCO)Nc1nc2c([nH]1)c(=O)n(C)c(=O)n2C (stereo unspecified) | -2.1% | 0.0463 | -0.195 | 0.0438 | 0.378 | i | 20.3 | 9.8 | 666 | 2.6 | 2.2 | 4.6 | / | / | i | -6.2 | -0.3 | 1330 | 5.7%
CCCCCOc1ccc(CSc2n[nH]c(C)n2)cc1 | 0.7% | -0.361 | -0.262 | -0.0205 | 0.282 | i | 62.9 | 3.8 | 699 | 3.4 | 2.5 | 8.2 | -0.1 | 999 | i | -1.8 | 0.45 | 1567 | 1.2%
COc1cc(CNCCc2ccccc2F)ccc1OCc1ccc(Cl)nc1 | -1.7% | -0.932 | -0.176 | -0.526 | 1.83 | i | 26.0 | 24.4 | 768 | 3.0 | 0.9 | 3.7 | / | / | i | -10.6 | / | / | 3.6%
COc1ccc(CN2C(=O)NC3(CCCc4ccccc43)C2=O)cc1F (stereo unspecified) | 3.1% | -0.281 | -0.341 | 0.00918 | 0.537 | i | 65.5 | 2.8 | 721 | 3.8 | 2.4 | 5.5 | -1.5 | 1111 | i | -3.6 | -0.45 | 1213 | -7.2%
CC1=C(C(=O)NC2CCCC(C)C2C)C2(CCCCC2)OC1=O (stereo unspecified) | / | 0.14 | -0.231 | 0.21 | -0.0895 | i | 41.9 | 16.8 | 657 | 5.0 | 2.9 | 4.3 | 1.4 | 1016 | / | / | 0.24 | 1413 | 3.9%
Nc1nc2ccccc2n1C(=O)c1ccccc1 | -2.2% | 0.786 | -0.0934 | 1.13 | -0.98 | i | 60.6 | -14.8 | 502 | 2.7 | 2.2 | 9.9 | 1.2 | 1440 | i | -4.7 | 0.08 | 1443 | /
Cc1ccc(-n2nnc3c(=O)n(Cc4cccc(C)c4)cnc32)cc1 | -2.3% | 0.0218 | -0.135 | 0.265 | -0.323 | i | 27.7 | -7.1 | 663 | 5.0 | 2.1 | 2.6 | -0.9 | 1092 | i | -0.8 | 0.51 | 1851 | 2.2%
CC(C)c1nnc(NC(=O)Cc2ccc(Br)cc2)s1 | -1.1% | -0.389 | -0.129 | 0.418 | 0.051 | i | 39.3 | -6.2 | 709 | 3.2 | 2.4 | 7.3 | -0.1 | 488 | i | -0.1 | 0.05 | 1365 | 6.2%
CCN(CC)c1ccc(/C=c2\sc3nc4ccccc4n3c2=O)c(O)c1 | 2.5% | -0.11 | 0.792 | -0.441 | 0.337 | / | / | -10.5 | 656 | 3.6 | 3.3 | 13.6 | 1.0 | 848 | i | 16.7 | 2.91 | 1416 | -7.5%
Cc1c(NC(=O)/C(C#N)=C\c2cccs2)c(=O)n(-c2ccccc2)n1C | -2.0% | -0.393 | -0.222 | -0.252 | 0.251 | i | 50.5 | 23.9 | 597 | 2.8 | 1.4 | 6.4 | -2.7 | 1100 | i | -15.8 | -0.06 | 1447 | -2.1%
COc1ccccc1NC(=O)CN1CCC(n2c(C)nc3cc(F)ccc32)CC1 | 0.7% | 2.82 | -0.146 | 2.18 | -1.85 | i | 46.3 | / | / | 4.9 | 1.6 | 5.7 | -0.4 | 1173 | i | -2.8 | -2.28 | 1102 | 4.4%
CC1CN(c2nc3ccccc3cc2-c2ccccc2)CC(C)O1 (stereo unspecified) | 0.3% | 0.369 | -0.246 | 0.387 | -0.716 | i | 60.8 | -17.5 | 711 | 3.3 | 2.8 | 7.6 | -1.5 | 1015 | i | 0.9 | -0.02 | 1264 | -2.3%

Screening results as filed in PubChem BioAssay.

Outcome played no part in choosing rows. Share with any hit: about 3%.
